Compound activity: PubChem BioAssay, several laboratories
PGE2 EP2 inh = EP2 receptor (human) inhibition; C6 glioma cells expressing human EP2, cAMP TR-FRET; cells stimulated with saturating PGE2; P43116; AID 1422; inhibition, % at 25 µM; 260,000 tested, 0.52% active;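 active = percent inhibition above 40 after rounding to a whole number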;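 also: rat C6 glioma host cells with rolipram phosphodiesterase inhibitor present; the protocol text gives 20 µM as final concentration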
Target sequence (P43116 whole entry, looked up): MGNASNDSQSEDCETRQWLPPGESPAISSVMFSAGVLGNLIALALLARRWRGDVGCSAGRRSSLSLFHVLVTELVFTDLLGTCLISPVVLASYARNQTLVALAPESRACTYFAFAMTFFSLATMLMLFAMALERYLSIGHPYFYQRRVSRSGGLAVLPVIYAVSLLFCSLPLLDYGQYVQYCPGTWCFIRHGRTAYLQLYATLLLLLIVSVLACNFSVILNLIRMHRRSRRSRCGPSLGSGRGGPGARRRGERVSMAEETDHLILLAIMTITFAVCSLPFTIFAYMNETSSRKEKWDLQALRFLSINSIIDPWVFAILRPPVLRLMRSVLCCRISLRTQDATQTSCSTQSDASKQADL
TNF necrop inh = blocks TNF-alpha induced death of Jurkat FADD-/- cells. 220,000 tested, 0.068% active. Jurkat FADD-/- TNF necroptosis rescue, ATP luminescence, 24 h; 0 = TNF only, 100 = no-TNF cells. activation (protection from cell death), % at 10 µM;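 active = activation, meaning protection from cell death, of at least 50% relative to plate controls; inactive = activation below 50%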;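 also: necroptosis triggered by 40 ng/mL TNF-alpha added together with compound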
Wee1 degr inh = inhibitors of human Wee1 degradation; HeLa Luc-Wee1K328M stability, luciferase luminescence; 100% = proteasome inhibitor MG132 effect; reporter increase, % at 5 µM; AID 1321; 220,000 tested, 1.2% active; P30291;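 active = activation above the mean of all tested compounds plus 3 SD, set per screening run, cut at about 8.8% in these data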;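 also: cells exposed to compound for 20 h before luminescence read; 0% = DMSO alone and 100% = MG132 at 30 µM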
FXIIa inh 1536 = factor XIIa (human) inhibition. P00748. purified FXIIa, Boc-QGR-AMC fluorogenic substrate, 2 h. inhibition, % at 5 µM. 220,000 tested, 0.3% active; in the data active = inhibition above about 40%;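 also: 0% = enzyme with no compound and 100% = blank without enzyme; many of its hits are not listed in these tables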
Target sequence (P00748 20-372 limits assumed): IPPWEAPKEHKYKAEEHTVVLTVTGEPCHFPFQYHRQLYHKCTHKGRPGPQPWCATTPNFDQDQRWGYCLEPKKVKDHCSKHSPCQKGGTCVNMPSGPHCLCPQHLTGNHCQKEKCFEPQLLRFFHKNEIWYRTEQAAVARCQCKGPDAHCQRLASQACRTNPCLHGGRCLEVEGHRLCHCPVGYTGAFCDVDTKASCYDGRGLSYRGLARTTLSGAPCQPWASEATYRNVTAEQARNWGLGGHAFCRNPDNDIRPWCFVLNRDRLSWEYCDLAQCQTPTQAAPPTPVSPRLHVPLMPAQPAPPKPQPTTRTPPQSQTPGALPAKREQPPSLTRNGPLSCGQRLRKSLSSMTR
Target sequence (P00748 373-615 limits assumed): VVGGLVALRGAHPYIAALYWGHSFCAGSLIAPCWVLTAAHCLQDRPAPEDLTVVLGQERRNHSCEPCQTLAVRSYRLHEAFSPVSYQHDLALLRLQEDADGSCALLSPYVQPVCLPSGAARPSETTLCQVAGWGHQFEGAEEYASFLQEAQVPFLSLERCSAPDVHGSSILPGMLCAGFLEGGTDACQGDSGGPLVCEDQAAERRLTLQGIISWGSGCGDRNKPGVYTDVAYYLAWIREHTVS
FXIa inh = factor XIa (human) inhibition; P03951; AID 798; 220,000 tested, 0.14% active; purified FXIa, Boc-Glu-Ala-Arg-AMC fluorogenic substrate; inhibition, % at 5 µM;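 active = inhibition of at least 40%; inactive = inhibition below 40%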;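 also: fluorescence of freed AMC excited at 355 nm; 0% = enzyme without compound and 100% = no enzyme blank; many of its hits are not listed in these tables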
PPC-1+TRAIL kill = PPC-1 cancer cell killing with TRAIL present. 220,000 tested, 0.41% active. cell killing (% activity), % at 4 µM. PPC-1 cells + TRAIL, ATPLite viability luminescence;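 active = cell killing above 50% in the first pass at 4 µM, then a duplicate retest at 5 µM averaging 50% or more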;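 also: plate controls were cells with TRAIL plus DMSO for no effect and medium-only wells lacking cells for full effect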
L929 necroptosis = blocks zVAD induced death of L929 cells. L929 zVAD necroptosis rescue, ATP luminescence, 24 h; with zVAD 60 µM. viability rescue, % at 10 µM. 220,000 tested, 0.38% active;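 active = activation, scaled between plate controls, above about 75%, limit read from the data; inactive = activation under that limit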;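 also: 0% = zVAD with DMSO and 100% = DMSO alone without zVAD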
Tb hexokinase = blocks Trypanosoma brucei hexokinase 1 activity; recombinant TbHK1, G6PDH-coupled NADH A340; inhibition, % at 10 µM; 220,000 tested, 0.11% active; AID 1430;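 active = inhibition of 50% or more in the single-dose primary screen; inactive = inhibition below 50%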
CHOP inhibitor = CHOP inhibition in unfolded protein response. CHO-K1 CHOP-promoter luciferase, tunicamycin-induced, 15-18 h. inhibition, % at 10 µM. 220,000 tested, 3.8% active. AID 2732;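 active = compounds that reduced the stress-induced luciferase reporter signal by more than about 70% of percent inhibition, limit read from the data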;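 also: 0% = tunicamycin plus vehicle and 100% = wells without tunicamycin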
The depositor's hits bear a star; x = no result given; & = joins results of further samples; [ ] = another dose, or the depositor's remark.

SMILES	PGE2 EP2 inh	TNF necrop inh	Wee1 degr inh	FXIIa inh 1536	FXIa inh	PPC-1+TRAIL kill	L929 necroptosis	Tb hexokinase	CHOP inhibitor
CCN(CC)C(=O)COc1cc(C)c(Cl)c(C)c1	11	-1.2	2	9	5	10	-0.1	-5	48
O=C(O)c1cc(NN=C2CCN(Cc3ccccc3)CC2)ccc1Cl	8	3.1	1	4	2	11	1.5	-6	7
CN1CCN(c2ccc(NC(=O)c3ccc(Cl)cc3)cn2)CC1	8	3.7	-1	12	-6	0	6.0	-8	-2
COc1ccccc1N1CCN(c2cc(N3CCCC3)nc(C)n2)CC1	10	1.7	-3	1	-3	22	-0.2	1	13
COC(=O)C1=C(C)N(c2ccc(OC)c(OC)c2)C(=O)C1	x	-7.5	3	-6	-6	-5	-0.8	1	-21
O=C(COC(=O)c1cccnc1Nc1cccc(C(F)(F)F)c1)NCCN1C(=O)CSC1=O	5	-6.6	-1	16	7	-9	-0.2	-11	38
NC(=O)c1sc2nc3c(c(-c4ccco4)c2c1N)CCCC3	6	1.3	4	4	-1	2	0.5	-9	66
O=C(NC1CCCC1)C1CCCN1C(=O)Nc1ccccc1 (stereo unspecified)	7	-2.2	-4	8	10	8	0.3	-10	-9
Nn1c(Nc2ccccc2)nc2sc3c(c2c1=O)CCCC3	5	-0.7	2	5	-1	-4	0.2	-3	-18
CCOC(=O)Cn1c(C)[n+](C)c2cc(Cl)c(Cl)cc21	9&10	0.9	1	-3	1	3	0.6	-8	6
O=C(NC(NC(=S)Nc1ccccc1C(=O)O)C(Cl)(Cl)Cl)c1ccccc1 (stereo unspecified)	2	1.3	-1	6	12	13	2.8	-3	19
O=C(O)/C=C/C(=O)Nc1ccc(S(=O)(=O)N2CCCC2)cc1	10	0.7	-2	10	-3	2	2.0	1	7
CN(CC(=O)Nn1cnnc1)S(=O)(=O)c1ccccc1	5	0.0	-2	15	-14	-13	1.8	2	2
c1cncc(C(c2nnnn2C2CCCCC2)N2CCCCC2)c1 (stereo unspecified)	7&12	-0.6	-1	6	-6	-7	-1.1	-6	8
CC(C)NC(=O)NC(=O)COC(=O)c1cccc(S(=O)(=O)N2CCCCC2)c1	12	1.7	-2	7	0	15	0.5	1	-19
CCOC(=O)/C(=N\Nc1ccccc1Cl)N(C)C1CCCCC1	5	-2.0	5	12	-2	-31	0.1	-3	46
CCOc1cc(N2CCOCC2)c(OCC)cc1NC(=O)c1ccccc1	4	-1.0	1	12	2	14	-0.3	-9	-10
Cc1cc(C)c(NC(=O)NC(=O)c2ccc(F)cc2)c(C)n1	8	-0.7	3	-2	-1	3	-0.3	2	-7
CCCS(=O)(=O)N1CCCC(C(=O)NC2CCCC(C)C2C)C1 (stereo unspecified)	6	-2.0	1	19	2	-9	-0.5	-8	5
Cc1ccc(C(=O)N/C(=C\c2cccc([N+](=O)[O-])c2)C(=O)OCN2C(=O)c3ccccc3C2=O)cc1	8	-0.5	-1	9	8	19	0.5	22	32
Cc1noc(C)c1CSc1ccc2ccccc2n1	2	-3.1	-4	12	2	4	0.0	-9	-9
NNC(=O)Cc1cn(-c2ncc(C(F)(F)F)cc2Cl)c2ccccc12	13	-0.1	-2	20	3	8	-0.1	-9	16
O=C(NC(=S)NC1CCSC1=O)c1ccccc1 (stereo unspecified)	6	3.1	-1	8	7	-4	0.2	18	21
Cc1cc(C(=O)N/N=C/c2ccc(-c3cccc(Br)c3)o2)n[nH]1	11	14	10*	4	-1	-3	37	-34	-13
CSc1ccc(CN2CCN(CC=C(C)C)C(CCO)C2)cc1 (stereo unspecified)	4	1.9	-1	3	-6	5	-1.0	3	2
CC(CN1CCOCC1)OC(=O)c1ccccc1Br (stereo unspecified)	2	-1.0	-1	-7	4	26	1.6	-4	40
CCN(Cc1ccccc1)S(=O)(=O)c1ccc(S(=O)(=O)N(Cc2cccc(OC)c2)CC2CCCO2)cc1 (stereo unspecified)	6	-1.7	2	14	3	10	-0.3	-3	8
CC(C)(C)OC(=O)COc1cc(O)c2c(=O)cc(-c3ccccc3)oc2c1	12	2.2	3	16	7	-15	3.3	-4	3
CCOc1ccc(S(=O)(=O)Nc2ccc3c(c2)c2c(n3S(=O)(=O)c3ccc(OCC)cc3)CCCC2=O)cc1	5	12	4	-1	5	14	3.4	-5	-2
CN(Cc1ccccc1NCC(=O)Nc1ccccc1C#N)C1CCCCC1	9	0.9	-1	4	-5	15	0.2	1	17
CCc1c(C(=O)NNC(=S)NCC2CCCO2)csc1C (stereo unspecified)	4	0.6	0	6	-4	15	0.4	-3	4
CCCCCOC(=O)Cn1c(=O)c2c(nc(N3CCOCC3)n2C)n(C)c1=O	10	0.8	0	14	1	17	-0.1	-1	16
CC(C)C(NC(=O)c1ccco1)C(=O)OCC(=O)Nc1ccc(C(N)=O)cc1 (stereo unspecified)	0	-0.3	0	9	0	13	1.9	3	11
O=S(=O)(c1ccc2ccccc2c1)N(CC(O)COCc1ccco1)c1ccccc1 (stereo unspecified)	8	-0.7	1	-8	-6	-22	-0.5	-3	46
CC(=O)Cn1c(N2CCC(Cc3ccccc3)CC2)nc2c1c(=O)[nH]c(=O)n2C	9	-2.8	-1	15	1	9	-0.9	-2	40
N#CCC(=O)N/N=C/c1ccc(OCc2ccccc2)cc1	7	0.8	6	4	-2	3	0.9	-2	6
CCCNC(=O)CN1C(=O)NC2(CCCc3cc(OC)ccc32)C1=O (stereo unspecified)	3	1.6	-3	4	1	-10	0.5	-1	-9
Nc1ccc(-c2nc3cc(N)ccc3s2)cc1	9	-4.1	3	7	-2	48[5 µM]	17	-35	41
CCOC(=O)C1=C(c2ccccc2)OC(N)=C(C#N)C1c1cccnc1 (stereo unspecified)	3	0.4	-3	6	5	8	-0.5	-5	-8
O=C(C1CC1)N(Cc1ccco1)c1nc(-c2ccccc2)cs1	3	0.1	-2	5	-2	14	0.0	-5	68
COc1ccc(OC)c(NC(=S)NCCCN2CCOCC2)c1	4	0.4	1	-2	-3	19	0.1	34	-10
CCSc1nnc(NC(=O)CSc2nnc(Cc3cccn3C)n2-c2ccc(F)cc2)s1	x	0.2	-2	19	4	7	0.6	-3	7
CCOc1ccc(C2=Nn3c(nnc3-c3ccc(OC)cc3)SC2)cc1	10	-15	7	6	-8	17	-0.4	-2	x
CCOc1c2ccc(C(=O)N[C@H](C)C3CCCCC3)cc2nn1CC	9	-0.1	4	9	2	16	1.2	1	11
CCOc1cccc(/C(O)=C2/C(=O)C(=O)N(CCOC)C2c2ccco2)c1 (stereo unspecified)	10&7	-1.1	-3	6	5	39	0.1	-24	-16
Cn1c(SCC(=O)N2CCCC2)nc2ccccc21	5	1.3	-1	-2	-2	5	1.2	-8	-10
CC(=O)N1CCc2cc(Br)cc(S(=O)(=O)NCC3CCCO3)c21 (stereo unspecified)	7	0.7	0	10	3	6	0.4	2	-8
CCOC(=O)CN1C(=O)c2ccccc2C1=O	7	-0.9	7	9	5	-1	-0.6	-1	29
COc1ccc(-n2c(O)c(C=NCc3ccccn3)c3ccccc3c2=O)c(OC)c1	9	-0.7	-2	11	2	2	0.7	-30	-3
O=c1c(-c2nn[nH]n2)coc2ccc(Cl)cc12	6	-0.2	-1	10	-1	16	1.1	-1	3
Cc1cc(C)c(C#N)c(SCCS(=O)(=O)Cc2ccc(Cl)cc2)n1	14	-1.2	-1	1	1	5	0.1	-4	-12
COc1ccc(-c2nnc3n2N=C(C)CS3)cc1	6	-1.0	0	-2	-4	20	-0.3	3	8
O=C(NCCCn1ccnc1)c1cccc(S(=O)(=O)Nc2ccccc2F)c1	6	0.8	-1	18	20	-4	0.3	6	-15
CS(=O)(=O)Nc1ccc(C(=O)NCc2cccnc2)cc1	10	0.0	1	12	14	22	0.5	7	8
CN1C=CC2=C(C#N)C(N)C(C#N)(C#N)[C@H](c3ccccc3)[C@H]2C1 (stereo partly specified)	2	0.6	1	16	8	27	-0.3	0	2
NC(=S)n1[nH]c(-c2ccc([N+](=O)[O-])cc2)c(N=Nc2cccc([N+](=O)[O-])c2)c1=O	9	-1.0	-1	10	3	2	1.0	6	102*
O=[N+]([O-])c1cncc([N+](=O)[O-])c1Nc1ccccc1Cl	6	-6.1	-3	44*	30	-4	-1.1	1	-24
CCCCS(=O)(=O)NC1=NCN(Cc2ccco2)CN1	9	0.3	-1	24	17	10	1.5	1	22
CC1CCc2cc(F)cc3c(=O)c(C(=O)O)cn1c23 (stereo unspecified)	4&10	0.5	3	11	6	-1	0.7	-23	13
CCn1c(C)nc2cc(C(=O)N/N=C/c3ccc(O)cc3)ccc21	7	-1.9	-1	13	7	-3	x	-33	-21

Next structures.
SMILES	PGE2 EP2 inh	TNF necrop inh	Wee1 degr inh	FXIIa inh 1536	FXIa inh	PPC-1+TRAIL kill	L929 necroptosis	Tb hexokinase	CHOP inhibitor
CCNC(=S)N1CCN(CC(=O)Nc2ccc(OC)cc2)CC1	4	-0.2	12*	8	-2	-1	0.5	-2	18
CCOc1ccc(NC(=O)CC(c2ccccc2)c2ccc(F)cc2)cc1 (stereo unspecified)	5	1.5	0	-4	-3	13	0.4	-6	23
Cc1ccc(NC(=O)Cn2c(=O)c(C)nc3ccccc32)cc1	7	0.0	-1	12	-5	8	0.5	-15	5
CCCCCOc1ccc(C(=O)NCC2(c3ccccc3)CCOCC2)cc1	2	-2.0	2	26	19	21	0.0	-5	39
O=C(Cn1c(CO)nc2ccccc21)NC1CCCCCC1	5	1.4	1	2	-11	12	1.6	2	-36
COc1ccc(CN(C)CC(=O)Nc2cc3oc4ccccc4c3cc2OC)c(OC)c1	3	4.7	0	-1	-6	9	13	5	30
CC(=O)Nc1ccc(NC(=O)c2ccccc2CCc2ccccc2)cc1	3	1.2	-2	5	1	27	0.8	7	16
OC(COc1cccc2ccccc12)CN1CCN(c2cccc(Cl)c2)CC1 (stereo unspecified)	0	5.7	1	4	-2	5	0.2	2	71*
Cc1ccc(CCNC(=O)CS(=O)Cc2nc(-c3cccc(C)c3)oc2C)cc1 (stereo unspecified)	8	-0.8	0	2	-3	15	2.6	-9	41
COc1cccc(C(=O)Nn2c(-c3cccs3)nc3ccccc3c2=O)c1OC	2	0.7	3	17	4	29	0.1	-11	11
COc1ccc(NS(=O)(=O)c2ccc(N)c(C(=O)O)c2)cc1	16	0.4	-1	16	2	12	0.9	-10	-25
Cc1ccc2nc(N(CCCN(C)C)C(=O)c3cc4ccccc4oc3=O)sc2c1	13	4.9	15*	0	-6	28	0.0	-7	50
CN1CCN(CCCNC(=O)Nc2cccc3ccccc23)CC1	x	-0.4	2	12	4	21	0.9	1	6
CC(C)C(=O)NC(=S)/C=C1/N(C)c2ccccc2C1(C)C	2	-5.6	6	11	1	27	-0.3	-6	-2
COC(=O)CC(NC(=O)Nc1ccc(C)cc1)c1cccc([N+](=O)[O-])c1 (stereo unspecified)	7	1.7	1	5	-6	-6	0.3	-1	-13
CCOC(=O)Cc1csc(NC(=O)Nc2ccc(OC(F)(F)F)cc2)n1	13	-17	-2	2	0	12	9.8	-9	39

This is a subset; rates above refer to the full screens.
